TexasRed fluor: Total Fluorescence Counterscreen for Inhibitors of the Interaction of Thyroid Hormone Receptor and Steroid Receptor Coregulator 2 | TRb/SRC2 Texas Red total fluorescence interference | Potency, µM (titrated, usually from 106 µM), for inactives: at the highest dose fluorescence change, negative = quenching | actives 0.29% (n = 280,000) | AID 1479, 2009; active means well fitted curve in either direction with a large enough effect; inconclusive means small, poorly fitted or top-dose-only effect
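Human TRβ ligand-binding domain (0.6 uM) and Texas Red SRC2 peptide (20 nM) in Tris buffer with 1 uM T3 and 5% DMSO were incubated with pinned compound for 5 hr at ambient temperature. Total fluorescence was computed as S + 2P (555/632 nm).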
TRb-SRC2 inh: qHTS for Inhibitors of the Interaction of Thyroid Hormone Receptor and Steroid Receptor Coregulator 2 | TRbeta-SRC2 peptide binding, fluorescence polarization; receptor liganded with 1 µM T3 | Thyroid hormone receptor beta (Homo sapiens), P10828 | actives 0.065% (n = 280,000) | Potency, µM (series often up to 106 µM), for inactives: at the top dose activity change, negative = inhibition, hits mostly inhibitors; active means well fitted inhibition curve with a large enough effect; inconclusive means small, poorly fitted or top-dose-only effect, or effect the other way;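 further: plate controls were bound peptide for no effect and peptide without receptor for full effect; nearly all actives have a fitted effect of over 50% in size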
Target sequence (P10828 whole entry, looked up): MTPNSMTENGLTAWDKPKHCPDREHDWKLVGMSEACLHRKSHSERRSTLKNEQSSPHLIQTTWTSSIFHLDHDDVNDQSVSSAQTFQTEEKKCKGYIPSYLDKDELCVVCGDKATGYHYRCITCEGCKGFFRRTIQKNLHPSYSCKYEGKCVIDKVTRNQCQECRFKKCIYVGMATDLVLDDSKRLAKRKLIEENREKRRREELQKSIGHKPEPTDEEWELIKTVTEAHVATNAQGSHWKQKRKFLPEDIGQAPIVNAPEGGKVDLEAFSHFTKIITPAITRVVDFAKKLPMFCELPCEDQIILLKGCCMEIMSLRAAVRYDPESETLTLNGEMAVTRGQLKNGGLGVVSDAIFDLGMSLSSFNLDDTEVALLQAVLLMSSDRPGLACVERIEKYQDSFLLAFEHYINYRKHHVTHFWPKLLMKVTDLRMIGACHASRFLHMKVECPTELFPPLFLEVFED
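Decrease in fluorescence polarization of 20 nM Texas Red SRC2 coactivator peptide flagged inhibition of its binding to 0.6 uM TRb LBD; 1 uM T3 included, incubation 5 hr, ex 555/em 632 nm.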
LMNA splice mod: qHTS Assay for Modulators of Lamin A Splicing | Potency, µM (series often up to 46.1 µM), without a hit: at the highest dose ratio change, negative = inhibition, hits mostly inhibitors | HeLa LMNA splicing GFP/RFP minigene ratio, 48 h | actives 0.01% (n = 200,000); active means well fitted inhibition curve with a large enough effect in the signal ratio, with a control signal flat, not every such curve was filed as active; inconclusive means small, poorly fitted or top-dose-only effect, or effect the other way, or a change in a side signal; the % refers to the signal ratio
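S3 HeLa stable clones carrying a lamin A-EGFP splicing minigene plus DsRed2 were seeded at 600 cells/well in Opti-MEM with 2% FBS, pin-dosed and incubated 48 h at 37°C. Acumen cytometry (488 nm) gave the GFP/RFP total-intensity ratio.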
Active calls of the source: *; [ ] = dose if it differs, or a comment. Unless noted, on the % scale 0 is the no-effect control and ±100 the full control effect; potency means the concentration at half of the fitted maximal effect.

Preview (six entries):
CSc1ccc(CNC(=O)CCn2c(=O)c3cccn3c3ccc(F)cc32)cc1 was read as TexasRed fluor inconclusive, TRb-SRC2 inh 5% and LMNA splice mod 3%[46 µM].
For Cc1ccc(CNC(=O)c2ccc(-n3c(C)cc4c3CCCC4)cc2)cc1 the results were TexasRed fluor -23%, TRb-SRC2 inh 7% and LMNA splice mod inconclusive.
CCC(Sc1nc2n[nH]c(C)c2c(=N)n1-c1ccccc1Cl)C(=O)N(CC)CC (stereo unspecified) was read as TexasRed fluor 0%, TRb-SRC2 inh -7% and LMNA splice mod -6%[46 µM].
`CCCOc1ccc(Nc2nc(SC)ncc2C(=O)OCC)cc1` gave TexasRed fluor 4%, TRb-SRC2 inh 0% and LMNA splice mod inconclusive.
`COc1ccc(-c2nc3c4ccccc4n(CC(=O)Nc4ccc(C(C)=O)cc4)c(=O)n3n2)cc1` gave TexasRed fluor -1%, TRb-SRC2 inh -3% and LMNA splice mod 9%[46 µM].
For COc1ccc(N2CC(NC(=O)COc3cccc(C)c3)CC2=O)cc1OC (stereo unspecified) the results were TexasRed fluor -2%, TRb-SRC2 inh 2% and LMNA splice mod 1%[46 µM].

Results, from the first entry:
CSc1ccc(CNC(=O)CCn2c(=O)c3cccn3c3ccc(F)cc32)cc1 was read as TexasRed fluor inconclusive, TRb-SRC2 inh 5% and LMNA splice mod 3%[46 µM].
For Cc1ccc(CNC(=O)c2ccc(-n3c(C)cc4c3CCCC4)cc2)cc1 the results were TexasRed fluor -23%, TRb-SRC2 inh 7% and LMNA splice mod inconclusive.
CCC(Sc1nc2n[nH]c(C)c2c(=N)n1-c1ccccc1Cl)C(=O)N(CC)CC (stereo unspecified) was read as TexasRed fluor 0%, TRb-SRC2 inh -7% and LMNA splice mod -6%[46 µM].
`CCCOc1ccc(Nc2nc(SC)ncc2C(=O)OCC)cc1` gave TexasRed fluor 4%, TRb-SRC2 inh 0% and LMNA splice mod inconclusive.
`COc1ccc(-c2nc3c4ccccc4n(CC(=O)Nc4ccc(C(C)=O)cc4)c(=O)n3n2)cc1` gave TexasRed fluor -1%, TRb-SRC2 inh -3% and LMNA splice mod 9%[46 µM].
For COc1ccc(N2CC(NC(=O)COc3cccc(C)c3)CC2=O)cc1OC (stereo unspecified) the results were TexasRed fluor -2%, TRb-SRC2 inh 2% and LMNA splice mod 1%[46 µM].
Screening CCCn1ccc2c(OCC(=O)Nc3ccccc3C(=O)OCC)cccc2c1=O returned TexasRed fluor 1%, TRb-SRC2 inh -3% and LMNA splice mod inconclusive.
For CCc1ccc(CNC(=O)CN2C(=O)c3cccnc3Oc3ccc(Cl)cc32)cc1 the results were TexasRed fluor inconclusive, TRb-SRC2 inh 3% and LMNA splice mod 18%[46 µM].
`CCOc1ccccc1NC(=O)c1c(NCc2ccc(C)o2)sc2c1CCC(C)C2` (stereo unspecified) gave TexasRed fluor 5%, TRb-SRC2 inh -6% and LMNA splice mod -14%[46 µM].
`Cc1cccc(C(=O)Nc2ccc(N3CCN(c4ccc(F)cc4)CC3)c(C(=O)O)c2)c1` gave TexasRed fluor 1%, TRb-SRC2 inh -5% and LMNA splice mod inconclusive.
Screening CSc1cccc(N2C(=O)N(CC(=O)NCc3ccccc3Cl)c3ccccc3S2(=O)=O)c1 returned TexasRed fluor inconclusive, TRb-SRC2 inh -4% and LMNA splice mod inconclusive.
`CC1=C(C(=O)Nc2ccc(C)cc2C)C(c2ccccc2[N+](=O)[O-])n2ncc(C(=O)Nc3ccccc3)c2N1` (stereo unspecified) gave TexasRed fluor -9%, TRb-SRC2 inh 2% and LMNA splice mod -7%[46 µM].
CCN1CCC(N(Cc2ccc3c(c2)OCO3)C(=O)Nc2cc(Cl)ccc2C(=O)OC)CC1 was read as TexasRed fluor 4%, TRb-SRC2 inh -2% and LMNA splice mod -20%[46 µM].
CC(C)(C)C(=O)Nc1ccc2nc(SCC(=O)N3CCCC3)sc2c1 was read as TexasRed fluor 3%, TRb-SRC2 inh -7% and LMNA splice mod inconclusive.
For CCCNC(=O)Cn1nc(-c2ccc(C)c(C)c2)c2cnc3ccc(F)cc3c21 the results were TexasRed fluor -5%, TRb-SRC2 inh -3% and LMNA splice mod -19%[46 µM].

Brought forward from above: 2 entries, then new ones.
CC(C)(C)C(=O)Nc1ccc2nc(SCC(=O)N3CCCC3)sc2c1 was read as TexasRed fluor 3%, TRb-SRC2 inh -7% and LMNA splice mod inconclusive.
For CCCNC(=O)Cn1nc(-c2ccc(C)c(C)c2)c2cnc3ccc(F)cc3c21 the results were TexasRed fluor -5%, TRb-SRC2 inh -3% and LMNA splice mod -19%[46 µM].
Screening CCOC(=O)c1cc(S(=O)(=O)Nc2cc(C)c(Cl)cc2OC)[nH]n1 returned TexasRed fluor -3%, TRb-SRC2 inh 2% and LMNA splice mod -9%[46 µM].
Screening O=C(Nc1nnc(S(=O)(=O)N2CCCC2)s1)c1ccccc1Br returned TexasRed fluor 0.05µM*[quencher], TRb-SRC2 inh -13% and LMNA splice mod 20%[46 µM].
For O=c1c(N2CCN(c3cccc(Cl)c3)CC2)csc2ccc(Cl)cc12 the results were TexasRed fluor 4%, TRb-SRC2 inh 10% and LMNA splice mod inconclusive.
Cc1ccc(C)c(N2CCN(C(=O)CN3CCSc4ccccc43)CC2)c1 was read as TexasRed fluor -10%, TRb-SRC2 inh -1% and LMNA splice mod -9%[46 µM].
`Cc1ccc(C(=O)Nc2ccc(Br)cc2)cc1S(=O)(=O)N1CCOCC1` gave TexasRed fluor -41%, TRb-SRC2 inh 2% and LMNA splice mod inconclusive.
For CC(NC(=O)c1sc2ncccc2c1-n1cccc1)c1ccccc1 (stereo unspecified) the results were TexasRed fluor -8%, TRb-SRC2 inh 10% and LMNA splice mod 2%[46 µM].
For CC(=O)N1CCC(N(Cc2ccco2)C(=O)Nc2ccc(C)c(Cl)c2)CC1 the results were TexasRed fluor -2%, TRb-SRC2 inh 5% and LMNA splice mod -8%[46 µM].
Screening CCc1nn2c(=O)cc(COC(=O)COc3ccc(OC)cc3)nc2s1 returned TexasRed fluor -9%, TRb-SRC2 inh -3% and LMNA splice mod -10%[46 µM].
`COc1cc(Cl)c(NC(=O)c2cc(S(=O)(=O)N3CCCCC3)c[nH]2)c(OC)c1` gave TexasRed fluor 20µM*[quencher], TRb-SRC2 inh -7% and LMNA splice mod 20%[46 µM].
Screening Cc1cccc(CNC(=O)Cc2ccc(NC(=O)N3CCCCc4ccccc43)cc2)c1 returned TexasRed fluor 0%, TRb-SRC2 inh -2% and LMNA splice mod inconclusive.
For CCc1ccc(-c2nn(CC(=O)NC3CCCCC3)c3c2cnc2ccc(F)cc23)cc1 the results were TexasRed fluor -6%, TRb-SRC2 inh 4% and LMNA splice mod 6%[46 µM].
O=C(COc1ccc(Cl)cc1)NCC(c1ccco1)S(=O)(=O)c1ccccc1 (stereo unspecified) was read as TexasRed fluor 0%, TRb-SRC2 inh -4% and LMNA splice mod 12%[46 µM].
Screening COc1cc(Nc2nc(SCc3cccc(Cl)c3)nc3ccccc23)cc(OC)c1 returned TexasRed fluor -1%, TRb-SRC2 inh 2% and LMNA splice mod inconclusive.
For O=C(CSc1nc2ccccc2nc1Cc1ccccc1)N1CCN(c2ccccc2)CC1 the results were TexasRed fluor 0%, TRb-SRC2 inh 4% and LMNA splice mod inconclusive.
`CCCCOc1ccc(C(C)NC(=O)CN2C(=O)CSc3ccc(S(=O)(=O)N4CCOCC4)cc32)cc1` (stereo unspecified) gave TexasRed fluor -3%, TRb-SRC2 inh -9% and LMNA splice mod 10%[46 µM].
O=C(CN1C(=O)C2CCCCN2c2ccc(C(=O)N3CCCC3)cc21)NCc1cccc(F)c1 (stereo unspecified) was read as TexasRed fluor -5%, TRb-SRC2 inh 4% and LMNA splice mod inconclusive.
Cc1ccc(-c2nc(C)c(CCNS(=O)(=O)c3ccccc3F)s2)cc1 was read as TexasRed fluor -1%, TRb-SRC2 inh -1% and LMNA splice mod 15%[46 µM].
Screening COc1ccc(OC)c(CNS(=O)(=O)c2c(C(=O)N3CCCCCC3)c(C)n(C)c2C)c1 returned TexasRed fluor 0%, TRb-SRC2 inh -8% and LMNA splice mod 10%[46 µM].
`Cc1ccc(/C=C/c2onc(C)c2S(=O)(=O)N2CCC(C(=O)N3CCOc4ccc(C)cc43)CC2)cc1` gave TexasRed fluor 0%, TRb-SRC2 inh 1% and LMNA splice mod 0%[46 µM].
For CCOC(=O)c1ccc(N2CCN(c3cccc(Cl)c3)CC2)c(NC(=O)Nc2ccc(OC)cc2OC)c1 the results were TexasRed fluor -1%, TRb-SRC2 inh 4% and LMNA splice mod inconclusive.
Screening CC(C)CC(=O)Nc1ccc2nc(SCC(=O)N3CCOCC3)sc2c1 returned TexasRed fluor 1259µM*[quencher], TRb-SRC2 inh -14% and LMNA splice mod -11%[46 µM].
`CCN1CCN(C(=O)c2cnn(-c3ccc(F)cc3F)c2C2CCN(C(=O)OC(C)(C)C)CC2)CC1` gave TexasRed fluor -13%, TRb-SRC2 inh -1% and LMNA splice mod 18%[46 µM].
CCOc1ccccc1C(=O)Nc1ccc(S(=O)(=O)N2CCCCC2c2cccnc2)cc1 (stereo unspecified) was read as TexasRed fluor inconclusive, TRb-SRC2 inh 2% and LMNA splice mod -1%[46 µM].
For CCOc1ccc(OCC)c(NC(=O)c2cc(CN3CCOCC3)on2)c1 the results were TexasRed fluor -3%, TRb-SRC2 inh 2% and LMNA splice mod inconclusive.
COc1cccc(CNC(=O)CSc2n[nH]c(-c3ccccc3Cl)n2)c1 was read as TexasRed fluor 0%, TRb-SRC2 inh -7% and LMNA splice mod inconclusive.
`Cc1ccc(N2CCN(S(=O)(=O)c3c(C)[nH]c(=O)[nH]c3=O)CC2C)cc1` (stereo unspecified) gave TexasRed fluor -4%, TRb-SRC2 inh -2% and LMNA splice mod inconclusive.
Screening COc1ccc(-c2cccc(NS(=O)(=O)c3cccs3)c2)nn1 returned TexasRed fluor -19%, TRb-SRC2 inh -2% and LMNA splice mod -29%[46 µM].
For O=c1oc2ccc(Br)cc2cc1-c1csc(-c2ccccc2)n1 the results were TexasRed fluor -1%, TRb-SRC2 inh -5% and LMNA splice mod 15%[46 µM].
Screening Cc1cccc(NC(=O)Cn2cc(S(=O)(=O)Cc3ccccc3Cl)c3ccccc32)c1 returned TexasRed fluor -7%, TRb-SRC2 inh 4% and LMNA splice mod 6%[46 µM].
Screening CC(C)C(=O)N1c2ncnn2C2(CCCCC2)[C@@H]2CCCC[C@@H]21 returned TexasRed fluor -52%, TRb-SRC2 inh -5% and LMNA splice mod 1%[46 µM].
Screening Cc1cccc(N2CCN(C(=O)c3cnn(-c4cccc(Cl)c4C)c3C3CCNCC3)CC2)c1C returned TexasRed fluor -4%, TRb-SRC2 inh 3% and LMNA splice mod -16%[46 µM].
CCC(=O)N1c2ccccc2CC1C(=O)NCCc1ccccc1 (stereo unspecified) was read as TexasRed fluor -2%, TRb-SRC2 inh 3% and LMNA splice mod 0%[46 µM].
For Cc1cc(NC(=O)c2cnc3c(-c4ccccc4)c(C)nn3c2C)ccc1Br the results were TexasRed fluor -8%, TRb-SRC2 inh 1% and LMNA splice mod inconclusive.
COc1ccc(CCNC(=O)c2ccc(-n3c(C)cc4c3CCCC4)cc2)cc1OC was read as TexasRed fluor inconclusive, TRb-SRC2 inh 1% and LMNA splice mod inconclusive.
`O=C(Nc1ccc2nc(SCCOc3ccccc3)sc2c1)c1ccco1` gave TexasRed fluor 9%, TRb-SRC2 inh 7% and LMNA splice mod -10%[46 µM].
`COc1ccc(OC)c(NC(=O)COCc2cc(-c3ccco3)on2)c1` gave TexasRed fluor 5%, TRb-SRC2 inh -2% and LMNA splice mod 0%[46 µM].
`CCOc1ccc(NC(=O)N2CCN(Cc3cc(=O)n4nc(-c5ccc(OC)cc5)sc4n3)CC2)cc1` gave TexasRed fluor -1%, TRb-SRC2 inh 2% and LMNA splice mod -1%[46 µM].
CCN(C(=O)C1CCN(S(=O)(=O)c2c(C)noc2/C=C/c2ccc(C)cc2)CC1)c1cccc(C)c1 was read as TexasRed fluor -1%, TRb-SRC2 inh -10% and LMNA splice mod inconclusive.
`Cc1cn(C)c(CC(=O)Nc2cccc(C#N)c2)c1C(=O)O` gave TexasRed fluor 6%, TRb-SRC2 inh -2% and LMNA splice mod inconclusive.
Screening CCC1CCCCN1S(=O)(=O)c1cc2c3c(c1)CC(=O)N3CCC2 (stereo unspecified) returned TexasRed fluor 0%, TRb-SRC2 inh -2% and LMNA splice mod -7%[46 µM].

A portion of the library; the hit share may differ from the screen's.
